Source: PubChem BioAssay (National Center for Advancing Translational Sciences (NCATS))
KDM5B inhibitor: KDM5B demethylase inhibition; Q9UGL1; KDM5B demethylase, FDH-coupled NADH fluorescence (FDH is formaldehyde dehydrogenase); Potency, µM (doses to about 57.7 µM), inactives show top-dose activity change, negative = inhibition, actives largely listed as inhibitors; 220,000 tested, 2.6% active; active = well fitted inhibition curve with a large enough effect; inconclusive = small, poorly fitted or top-dose-only effect; inactive = no such curve, though single readings can be large or run the other way; also: 0% is about no effect; nearly all actives have a fitted effect of over 70% in size
Target sequence (Q9UGL1 whole entry, looked up): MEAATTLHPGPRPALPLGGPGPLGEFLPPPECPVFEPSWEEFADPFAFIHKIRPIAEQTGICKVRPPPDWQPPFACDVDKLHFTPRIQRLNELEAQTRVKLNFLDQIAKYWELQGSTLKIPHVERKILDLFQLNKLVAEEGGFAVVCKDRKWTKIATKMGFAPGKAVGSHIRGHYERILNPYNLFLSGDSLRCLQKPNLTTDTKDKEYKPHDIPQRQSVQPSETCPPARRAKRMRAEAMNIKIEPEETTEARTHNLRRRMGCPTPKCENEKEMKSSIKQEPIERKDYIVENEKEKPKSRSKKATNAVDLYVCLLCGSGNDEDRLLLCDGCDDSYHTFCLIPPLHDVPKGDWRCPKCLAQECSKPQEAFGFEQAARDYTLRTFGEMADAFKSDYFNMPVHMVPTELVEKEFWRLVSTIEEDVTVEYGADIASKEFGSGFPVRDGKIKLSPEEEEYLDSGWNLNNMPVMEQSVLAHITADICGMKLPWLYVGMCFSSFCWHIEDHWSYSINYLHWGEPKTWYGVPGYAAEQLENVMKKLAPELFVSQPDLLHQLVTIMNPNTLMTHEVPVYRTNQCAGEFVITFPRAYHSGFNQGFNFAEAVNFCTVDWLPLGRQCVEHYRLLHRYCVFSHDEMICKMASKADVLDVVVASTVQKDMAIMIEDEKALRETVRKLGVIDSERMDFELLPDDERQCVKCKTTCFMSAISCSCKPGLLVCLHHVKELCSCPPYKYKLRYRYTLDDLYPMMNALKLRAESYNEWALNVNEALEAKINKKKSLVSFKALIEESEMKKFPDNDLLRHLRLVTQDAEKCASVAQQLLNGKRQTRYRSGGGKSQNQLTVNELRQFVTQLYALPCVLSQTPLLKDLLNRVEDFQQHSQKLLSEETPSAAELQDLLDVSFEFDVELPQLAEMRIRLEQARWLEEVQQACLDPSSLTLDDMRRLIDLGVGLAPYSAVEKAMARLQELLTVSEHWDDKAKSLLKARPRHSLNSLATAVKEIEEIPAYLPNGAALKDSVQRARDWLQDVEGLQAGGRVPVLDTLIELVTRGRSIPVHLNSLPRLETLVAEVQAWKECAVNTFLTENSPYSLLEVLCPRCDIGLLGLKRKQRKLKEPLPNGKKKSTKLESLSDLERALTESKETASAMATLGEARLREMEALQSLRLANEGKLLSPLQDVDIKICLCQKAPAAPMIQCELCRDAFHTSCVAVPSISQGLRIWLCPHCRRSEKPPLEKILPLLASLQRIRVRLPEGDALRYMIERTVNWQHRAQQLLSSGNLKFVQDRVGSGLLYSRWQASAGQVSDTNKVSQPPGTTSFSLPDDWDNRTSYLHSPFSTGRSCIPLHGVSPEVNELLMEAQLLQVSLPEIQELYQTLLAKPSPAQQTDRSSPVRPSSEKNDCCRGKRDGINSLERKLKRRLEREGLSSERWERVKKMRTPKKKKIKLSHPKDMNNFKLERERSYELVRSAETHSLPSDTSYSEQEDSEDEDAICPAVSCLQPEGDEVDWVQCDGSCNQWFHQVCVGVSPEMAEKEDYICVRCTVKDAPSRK
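qHTS format, multiple compound concentrations. Buffer 50 mM HEPES pH 7.5/0.01% Tween-20; 200 nM KDM5BΔAP final; 10 min compound preincubation; substrate-mix levels 12.5 µM peptide, 25 µM α-KG, 0.25 mM NAD⁺; 30 min RT; ΔRFU.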
* hit, by the source's call; i = inactive; ? = inconclusive; [ ] = another dose, or the depositor's remark. Potency is read from the fitted curve at half-maximal effect.

SMILES	KDM5B inhibitor
O=C(CS(=O)(=O)c1cccc2nsnc12)Nc1ccc(F)cc1F	-19%
O=C(c1ccc(Cl)cc1)N1CCN(C(=O)c2nnn3c2COC(c2ccccc2)C3)CC1 (stereo not given)	-3%
CC(C)(C)C(=O)Nc1nc(NC(=O)C(C)(C)C)nc(-c2ccccc2Cl)n1	34%
Cc1cc(CN2CCn3c(nnc3-c3ccccc3)C2)no1	-17%[149 µM]
O=C(c1cc2ccccc2[nH]1)N1CCCC(n2cc(-c3nc(-c4ccccc4)no3)nn2)C1 (stereo not given)	18µM*
NC(=O)CN1CCC(C(=O)NCc2cn3cccnc3n2)CC1	28µM*
CCN(c1ccccc1)S(=O)(=O)c1nnc(NC(=O)COc2ccc(OC)cc2)s1	?
CS(=O)(=O)c1ccccc1NC(=O)CSc1nc(C2CC2)n(-c2ccccc2)n1	-4%
COc1cc2c(cc1NC(=O)c1ccccc1C)n(C)c(=O)n2C	-21%
O=C1NCCCCCCN(Cc2ccncc2)[C@@H]2CN(S(=O)(=O)Cc3ccccc3)CC[C@H]12	-51%
Cc1noc(-c2ccncc2)c1C(=O)NCCCCc1ccccc1	-3%
NC(=O)c1cccc(CN2CCC3(C2)CN(C(=O)C2CCCC2)c2ccccc2CO3)c1 (stereo not given)	-9%[115 µM]
Cc1cc(C)cc(NC(=O)Cn2nnc(-c3ccccc3F)n2)c1	-14%
COc1ccc(OC)c(CNC(=O)c2ccc(N3CC4CC(C3)[C@H]3CCCC(=O)N3C4)nc2)c1 (stereo not given in full)	-22%
Cc1ccc(-n2nc3n(c2=O)CCN(C(=O)Cc2ccccn2)C3)cc1	4%
O=C1CSC(c2cccc(C(F)(F)F)c2)N1c1ccc(I)cc1 (stereo not given)	4%
CCOC(=O)c1ccc(NC(=O)NNS(=O)(=O)c2cc(OC)ccc2OC)cc1	-10%
CCCN1CCC(N2C[C@H]3OC(=O)N(CCc4cccc(Cl)c4)[C@H]3C2)CC1	?
Cc1ccc(N(C(C)C(=O)Nc2cccc(Cl)c2C)S(C)(=O)=O)cc1C (stereo not given)	4%
COCCN1Cc2ccc(NCc3ccccc3)nc2C(C)(C(=O)NC2CCOCC2)C1 (stereo not given)	11µM*
CC(C)CNc1nc(-c2ccc3c(c2)CCCN3S(C)(=O)=O)cs1	-2%
CCCSc1nc2c(c(=O)[nH]c(=O)n2C)n1Cc1ccccc1Cl	1%
CS(=O)(=O)N[C@@H]1[C@@H](NC(=O)c2ccc(Cn3ccnc3)o2)[C@H]2CCO[C@H]21	-2%
CSc1ccccc1NC(=O)CN(C)C(C)C(=O)Nc1ccc(SC(F)F)cc1 (stereo not given)	-30%
O=C(Nc1ccccc1)c1ccc(NN=C2CCCCC2)c([N+](=O)[O-])c1	?
Cc1ccc(CNC(=O)c2cc(NS(=O)(=O)c3ccc(C)cc3)ccn2)cc1	-25%
CC(C)(C)c1nc(CN2CCCC2)cs1	9%
CC(=O)N(C1CC1)C1CCOC2(CCN(C(=O)C3(c4ccccc4)CC3)CC2)C1 (stereo not given)	-6%
c1ccc(-c2cc(-c3ccccc3)on2)cc1	-8%
COC(=O)c1ccc(Cn2nnc3c(=O)[nH]c(C4CCCN(S(=O)(=O)c5cccc(Cl)c5)C4)nc32)cc1 (stereo not given)	12%
CC(C)Cn1c(/C=C/c2ccc(F)cc2)nc2ccccc21	?
Cc1ccc(C(=O)NC2(C(F)(F)F)N=C(c3ccccc3)N(C3CCCCC3)C2=O)cc1 (stereo not given)	-5%
Cc1cc(-c2nc3c(c(=O)[nH]c(=O)n3Cc3ccccc3)n2CC2CCCO2)cc(C)c1O (stereo not given)	?
Cn1cc(-c2cn(C)c(=O)n3cc(COc4ccccc4)nc23)cn1	-18%[86.2 µM]
COc1cccc(-c2nc(SCC(=O)NCC3CCCO3)c(-c3ccc(C)cc3)[nH]2)c1 (stereo not given)	10%
CNC(=O)[C@@H]1CN(S(=O)(=O)c2ccc3c(c2)CCC3)C[C@H]1c1nc(C)no1	-11%
OC(CC#CCN1CCCCCC1)(c1ccccc1)c1ccc(-c2ccccc2)cc1 (stereo not given)	-2%
COc1ccc(-c2nccn3cc(C(=O)NCc4nc5ccccc5n4C)nc23)cc1	7.9µM*
Cc1ccc2oc(C(=O)NCC(c3ccc(Cl)cc3)N3CCOCC3)c(C)c2c1 (stereo not given)	?
O=C(Nc1ccc(Cl)cc1Cl)N1CCc2[nH]c3ccc(F)cc3c2C1	32µM*
O=C(c1ccccc1)N1CCNc2cnc(Nc3cccc(C(F)(F)F)c3)nc2C1	?
COCc1noc(CNC(=O)C(c2ccc(F)cc2)N(C)C)n1 (stereo not given)	0%
Cc1ccc(S(=O)(=O)N(C)C)cc1C(=O)OC(C)C(=O)c1ccccc1 (stereo not given)	-3%
C(=Nc1ccccc1N=Cc1cccs1)c1cccs1	?
CCOC(=O)C(=CNc1ccc(C(F)(F)F)cc1Cl)C(=O)OCC	-1%
O=C(Cc1ccccc1)Nc1cc(-c2nc3cc(Cl)ccc3o2)ccc1Cl	8%
C[C@H](C(=O)N1CCCC1)C1CC[C@@]2(C)Cc3sc(CS(=O)(=O)c4ccc(Cl)cc4)nc3[C@@H](C)[C@@H]2[C@H]1O (stereo not given in full)	-5%
Oc1ccc(Nc2nc(-c3ccc(Cl)cc3)nc3ccccc23)cc1	?
CC1(C)CC(NCCC(=O)NC2CC(C)(C)NC(C)(C)C2)CC(C)(C)N1	-12%
CN1CCN(c2c(F)cc3c(=O)c(C(=O)O)cn4c3c2OCN4C)CC1	i
Cc1noc(C)c1CC(=O)NC1CCCc2c1[nH]c1ccccc21 (stereo not given)	?
Cc1ccccc1C(=O)Nc1ccc(OCc2cc(=O)n3cccc(C)c3n2)cc1	1%
Cc1cccc(C(=O)Nc2cccc(OCc3cc(=O)n4ccccc4n3)c2)c1	1%
O=C(NCCc1ccccc1)c1c[nH]c2ccc(S(=O)(=O)Nc3ccccc3F)cc2c1=O	1%
O=C(NNC(=S)NCC1CCCO1)c1cc(Br)ccc1Cl (stereo not given)	20%
COc1ccc(CC(=O)n2[nH]c(=O)ccc2=O)cc1OC	?
O=C(O)COc1ccc(-c2nccc3c2C(=O)N(Cc2cccc(C(F)(F)F)c2)CC(COc2cccc(F)c2)O3)cc1 (stereo not given)	?
Cc1cccc(Nc2c(-c3cccs3)nc3nc(C)cc(C)n23)c1	11%
COc1ccc(C2C(C(=O)OC(C)C)=C(C)Nc3nc4ccccc4n32)cc1 (stereo not given)	0%
O=C(O)Cn1cc(C(C(=O)O)N2CCN(Cc3cccnc3)CC2)c2ccc(Cl)cc21 (stereo not given)	-16%
(further entries)
SMILES	KDM5B inhibitor
CCn1cnc2c1c(=O)n(CC(=O)OCc1ccc(C(C)C)cc1)c(=O)n2Cc1ccccc1	1%
CCOc1ccc(-n2nc(CO)c(C(=O)NCc3cccnc3)n2)cc1	?
N#Cc1cccc(NC(=O)COC(=O)c2ccc3ccccc3n2)c1	-28%
Cc1cc(C(=O)N2CCC(C(=O)N3CCCCCCNC(=O)CC3)CC2)nn1C	-24%
CC1(c2ccccc2)N(Cc2ccccc2)C(=O)OC12CCN(C(=O)C1CCOCC1)CC2 (stereo not given)	7%
NC(=O)[C@@H]1CN(C(=O)CCc2ccccc2)C[C@H]1COc1ccccc1	14%
O=C(O)CCc1ccc(S(=O)(=O)Nc2ccc3c(c2)CCC3)cc1	11%
CN(C)C[C@@H]1CN(Cc2cccnc2)C[C@H]1NC(=O)C1CC=CCC1 (stereo not given in full)	20%
CC(C)c1nccn1CCCNC(=O)c1ccc(N2CCC(CO)CC2)nc1	-16%
CCN(CC)CCCNC(=O)C(C)n1c2ccccc2c2nc(=O)cc(C)n21 (stereo not given)	-10%
CCN(CC)C(=O)C[C@@H]1CCNC[C@@H]1Cc1cc(-c2ccc(OC)cc2)on1	-5%[86.2 µM]
O=C(Nc1ccc(Oc2ccccc2)cc1)c1cc(=O)[nH]c2ccccc12	9%
Fc1ccccc1-c1ccc(CNCc2ccccc2)o1	2%
CCCOc1nccnc1NC1CCN(C(=O)NCc2ccco2)CC1	25µM*
CCN1c2cc(C(=O)Nc3cccc(F)c3)ccc2C(=O)N2CCCC21 (stereo not given)	?
O=C(Nc1cccc(F)c1)N1Cc2[nH]cnc2C[C@H]1c1nc(-c2ccncc2)no1	-10%[86.2 µM]
COc1ccc(-c2cc3nc4c(c(=O)n3[nH]2)CN(C(=O)CCCc2c[nH]c3ccccc23)CC4)cc1	?
CN(Cc1ccoc1)C(=O)Cn1ccc2ncccc2c1=O	?
CC(=O)c1[nH]c2ccccc2c1C	-24%
COc1ccc2c(ccn2CCNC(=O)Cn2nc3c(cc2=O)CCCC3)c1	-15%
Clc1cccc(-n2cc(-c3ccccc3)c3c(NC4CCCC4)ncnc32)c1	-4%
CC(C)c1nc(CCN(C)C(=O)C(c2cccnc2)N2CCOCC2)no1 (stereo not given)	-16%
Cc1ccc(-c2cc3c(=O)n(CCNC(=O)c4ccc5c(c4)OCO5)ccn3n2)c(C)c1	?
CCn1ncc(N2CCC(NC(=O)Cc3ccccc3OC)CC2)cc1=O	-12%
Cc1ccc(NC(=O)N2CC3CCCN3c3ccccc32)cc1C (stereo not given)	?
Cc1ccc(NC(=O)CC2CCOCC2)cc1F	16%
COc1ccc(CN(C(=O)c2ccc(C#N)cc2)C2CC2)cc1	22%
CC(=O)NCCCC(=O)N1CCOC2(CCN(C(=O)NC(C)C)CC2)C1	8%[115 µM]
O=C(Cn1cccn1)N1CCOC(Cc2cccc(C(F)(F)F)c2)C1 (stereo not given)	17%
CCOc1cc(CNC(=O)c2ccc3c(c2)nc2n3CCCCC2)ccc1OC	?
CCc1cccc(NC(=O)CN2C(=O)NC3(CCC(C)CC3)C2=O)c1 (stereo not given)	-16%
CCCCSc1nnc(-c2c[nH]c3ccccc23)n1C1CC1	-3%
Cc1ccc([S+](=O)([O-])N2CCc3nc(C)nc(-c4ccc(Cl)cc4)c3CC2)cc1	-7%
Cc1ccc(C)c(OCCn2c(CN(C)C(=O)c3ccco3)nc3ccccc32)c1	5%
COc1ccccc1C(=O)N1CCN2C(=O)N(Cc3cccnc3)C[C@H]2C1	-16%[86.2 µM]
Cc1cccc(CN2C(=O)c3ccccc3Sc3ccc(C(=O)NCc4cccs4)cc32)c1	-18%
O=C(NCCCSc1ccccc1)c1cc(Cl)ccc1O	?
CCc1ccccc1Nc1ncnc2c1cnn2-c1ccccc1	?
C[N+]1=C(N)NC2=C3CCCCC3n3c(=O)n(-c4ccccc4)c(=O)n3C2C1 (stereo not given)	1%
COc1ccccc1NC(=O)c1cnc(SCC(=O)N2CCOCC2)n(C)c1=O	9%
O=C(COc1cccc(-c2nnc3n2CCCC3)c1)Nc1ccc(Br)cc1	-17%
CCC(C(=O)NC(C)C)c1ccccc1 (stereo not given)	-6%
O=C(CC1C(=O)NCCN1C1CCCC1)NCc1cccc(OC(F)(F)F)c1 (stereo not given)	15%
CCNC(=O)NC(=O)C(C)N(C)Cc1ccco1 (stereo not given)	16%
O=C(NCC1CCN(c2cc(-c3ccc(Cl)cc3)[nH]n2)CC1)c1ccc2nc[nH]c2c1	-26%
CC(C)c1ccc(N2C(=O)N[C@@H]3CCN(C(=O)c4ccc(C(C)(C)C)cc4)[C@@H]3C2=O)cc1	-6%[86.2 µM]
COc1cc(C)c2c(c1C)C[C@H](C(C)C(=O)N1CCN(c3ccc(F)cc3)CC1)CC2 (stereo not given in full)	?
Cc1ccccc1NC(=O)CSc1nc2nccnc2c(=O)n1CCc1ccccc1	14%
O=C(CCc1cn(Cc2ccc(F)cc2)c2ccccc12)NCCc1cccs1	1%
CCCCn1c(C)c(C)c(S(=O)(=O)c2ccc(OC)cc2)c1NC(=O)c1ccco1	-6%
C=CCSc1n[nH]c(=O)n1-c1cccc(C(F)(F)F)c1	19%
O=C(CCc1nc2cccnc2n1Cc1cccs1)Nc1cccc(C(F)(F)F)c1	?
CCOC(=O)C1CCN(C(=O)C(C)OC(=O)c2n[nH]c(=O)c3ccccc23)CC1 (stereo not given)	17%
CC(C)c1ccccc1OCC(=O)c1ccc2c(c1)N(CC(=O)N1CCCCC1)C(=O)CO2	0%

A portion of the library (hit frequency here may not be typical).
